FN deposit inh – fibronectin deposition inhibition. AH1F fibroblasts, Alexa488-fibronectin deposition fluorescence, overnight. inhibition, % at 12.6 µM. 350,000 compounds, 0.086% hits. AID 743247;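 active means mean inhibition across replicates of 30% or more, regardless of how many single replicates reach that level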;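 further: positive control wells lacked labelled fibronectin entirely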
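Material: AH1F fibroblast monolayer depositing Alexa488-labelled fibronectin into matrix | Input: 10000 AH1F cells/well | Medium: DMEM plus 2% serum, read in PBS | Reagent: Alexa488-fibronectin, 24 nM final in well | Compound dosing: One dose per compound, pinned | Schedule: 1 h adhesion, overnight exposure | Measured by: Fluorescence at 485 nm excitation, 525 nm emission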
LGR2 inh – inhibitors of bursicon-induced Drosophila LGR2 receptor cAMP signaling; 380,000 compounds, 0.35% hits; AID 720647; inhibition, % at 9.99 µM; HEK293 LGR2, CRE-luciferase, bursicon-stimulated, 4 h;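 active means drop in luminescence signal, shown as inhibition above about 50% in the replicate tests, limit read from the data, passing the limit was not always enough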;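 further: agonist challenge used bursicon conditioned medium at about half maximal strength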
Active calls of the source: *; & = joins results of further samples. An excerpt. The share of hits here may be higher or lower than overall.

O=C(CNC(=O)c1cccc(F)c1)N/N=C/c1ccc([N+](=O)[O-])s1
  FN deposit inh: -14
  LGR2 inh: 26
CCOC(=O)Cc1nnc(Nc2ccc(C)cc2C)c2ccccc12
  FN deposit inh: -4
  LGR2 inh: -1
Cc1ccc(-c2[nH]ncc2/C=N/n2c(COc3ccccc3C)nc3ccccc3c2=O)cc1
  FN deposit inh: 7
  LGR2 inh: -3
Cc1ccccc1/C=N/NC(=O)CSc1nc2ccccc2o1
  FN deposit inh: 1
  LGR2 inh: -35
CCc1cc2c3c(c1)C(C)CC(C)(C)N3C(=O)C2=O (centres undefined)
  FN deposit inh: 9
  LGR2 inh: -13
O=C(NN1C(=O)C2C3C=CC(C3)C2C1=O)c1ccco1 (centres undefined)
  FN deposit inh: -4
  LGR2 inh: 11
CC1=CC(C)(C)n2c(O)c(N=NC(N)=S)c3cccc1c32
  FN deposit inh: -4
  LGR2 inh: 3
Cc1cc(/C=C(\C#N)c2nc3ccccc3[nH]2)c(C)n1C
  FN deposit inh: -4
  LGR2 inh: -104
O=C(/C=C/c1cccc(F)c1)N1CCc2ccccc21
  FN deposit inh: 2
  LGR2 inh: 54*
CCCNC(=O)N1C[C@@H]2N[C@H](C1)C2c1ccc(-c2cccc(F)c2)cc1 (some centres undefined)
  FN deposit inh: -3&4
  LGR2 inh: -16&7
CCC1CCCCN1C(=S)Nc1ccc(C(C)=O)cc1 (centres undefined)
  FN deposit inh: -2
  LGR2 inh: -4
COc1ccc(NC(=O)C2CC(=O)OC2c2ccccc2)cc1 (centres undefined)
  FN deposit inh: 2
  LGR2 inh: 4
COc1ccc(C=O)cc1COc1ccccc1F
  FN deposit inh: 5
  LGR2 inh: -5
COc1ccc(C(CNc2ccc(S(=O)(=O)N3CCCC3)cc2[N+](=O)[O-])N2CCCC2)cc1 (centres undefined)
  FN deposit inh: -8
  LGR2 inh: 5
Cc1ccccc1OCCNC(=O)/C=C/c1ccc([N+](=O)[O-])cc1
  FN deposit inh: 4
  LGR2 inh: -5
O=C(O)CNC(=O)c1nc(-c2ccccc2)n(-c2ccccc2)n1
  FN deposit inh: -6
  LGR2 inh: 12
CC(C)c1ccccc1NC(=O)COC(=O)c1ccc(Cl)c(S(=O)(=O)N2CCCCCC2)c1
  FN deposit inh: -3
  LGR2 inh: 21
CCCCOc1ccc(C(=O)NCc2ccncc2)cc1
  FN deposit inh: 7
  LGR2 inh: 7
O=[N+]([O-])c1ccc(COc2ccccc2/C=N/O)cc1
  FN deposit inh: 6
  LGR2 inh: -36
Cc1ccc(NC(=O)CSc2nnc(-c3cccnc3)s2)cc1
  FN deposit inh: 5
  LGR2 inh: 3
O=C1N=C(N2CCN(c3ccccc3)CC2)SC1Cc1ccccc1 (centres undefined)
  FN deposit inh: 8
  LGR2 inh: 15
CCn1c(-c2cccnc2Cl)nc2cc(C)c(C)cc21
  FN deposit inh: -1
  LGR2 inh: -3
CCOC1(C)OCC(=O)[C@]2(CCC3C4CCC5=CC(=O)C=CC5(C)C4C(=O)CC32C)O1 (some centres undefined)
  FN deposit inh: 5
  LGR2 inh: 7
COc1ccc2nc(SCc3cccc(C)c3)nc(C)c2c1
  FN deposit inh: -2
  LGR2 inh: -85
CCCCCCCC(O)CC(CC1CCCCC1)C(=O)NN (centres undefined)
  FN deposit inh: -12
  LGR2 inh: -5

COc1ccc(NC(=O)c2ccco2)cc1NC(=O)c1cccs1
  FN deposit inh: 3
  LGR2 inh: 9
COc1ccccc1C(=O)N1c2ccccc2Sc2ccccc21
  FN deposit inh: -15
  LGR2 inh: 12
CC(C)CC(NC(=O)C(CO)NC(=O)C1CCC(=O)N1)C(N)=O (centres undefined)
  FN deposit inh: 9
  LGR2 inh: -10
Cc1cc(Cl)ccc1OCC(=O)NCCCCc1ccccc1
  FN deposit inh: -1
  LGR2 inh: -1
CCn1c(-c2nn(C)cc2Cl)n[nH]c1=S
  FN deposit inh: -1
  LGR2 inh: 7
CC(=O)Nc1ccc(Nc2cc(C)nc3c(-c4ccc(Cl)cc4)c(C)nn23)cc1
  FN deposit inh: 4
  LGR2 inh: 10
CCOc1ccc2c(c1)OC(c1ccccc1)(C(F)(F)F)NC2=O (centres undefined)
  FN deposit inh: -3
  LGR2 inh: 6
Cc1cc(O)c(C2=Nc3ccccc3SC(c3ccc(Cl)cc3)C2)c(=O)o1 (centres undefined)
  FN deposit inh: -6
  LGR2 inh: 37
CCCCCCCCCCOC(=O)C[N+](C)(C)CC1CCCCC1O (centres undefined)
  FN deposit inh: -2
  LGR2 inh: -10
O=[N+]([O-])c1ccc(N2CCCCC2)cc1NCCOc1ccccc1
  FN deposit inh: -19
  LGR2 inh: -33
N#C[C@H]1[C@@H](c2ccc(C3=CCCCC3)cc2)[C@H](CO)N1C(=O)NC1CCCC1
  FN deposit inh: 5
  LGR2 inh: -12
COCCNC(=S)N/N=C(\C)c1ccccc1OC
  FN deposit inh: 3
  LGR2 inh: 3
CN(CC(=O)NCCc1ccccc1)S(=O)(=O)c1cccc2nsnc12
  FN deposit inh: -3
  LGR2 inh: 1
Cc1cc(C)c2c(c1)cc(C)c1nnc(SCC(=O)Nc3ccccc3N3CCOCC3)n12
  FN deposit inh: 1
  LGR2 inh: 2
CCn1c(SCC(=O)N2c3ccccc3CCc3ccccc32)nnc1-c1ccc(OC)cc1
  FN deposit inh: -4
  LGR2 inh: -19
COc1cccc(N2CCN(C(=O)C3C4C=CC5(CN(Cc6ccccc6Cl)C(=O)C35)O4)CC2)c1 (centres undefined)
  FN deposit inh: -8
  LGR2 inh: 17
CCCn1c(SC(C(=O)Nc2cccc(OC)c2)c2ccccc2)nc2ccccc2c1=O (centres undefined)
  FN deposit inh: 4
  LGR2 inh: -17
N/C(Cn1cncn1)=N\OC(=O)c1ccc(Cl)cc1Cl
  FN deposit inh: -1
  LGR2 inh: 2
Cc1ccc(NC(=S)N(C)Cc2cn(C)c3ccccc23)cc1
  FN deposit inh: -15
  LGR2 inh: 3
Cc1nn(-c2ccccc2)c(Cl)c1/C=N\NC(=O)c1cncc(Br)c1
  FN deposit inh: -7
  LGR2 inh: -4
COc1ccc(CCN2C(=O)CC(NNC(=O)c3ccc(F)cc3)C2=O)cc1OC (centres undefined)
  FN deposit inh: -4
  LGR2 inh: 8
CCN(CC)CC(=O)Nc1cccc2c1C(=O)c1ccccc1C2=O
  FN deposit inh: 0
  LGR2 inh: -6
N#Cc1ccsc1NC(=O)COC(=O)c1ccc2ccccc2c1
  FN deposit inh: -8
  LGR2 inh: -26
O=C(N/N=C/c1ccc2c(c1)OCO2)c1ccc(Br)o1
  FN deposit inh: 8
  LGR2 inh: -31
CCOC(=O)C(NC(=O)NC1CCCCC1)(c1ccccc1)C(F)(F)F (centres undefined)
  FN deposit inh: -6
  LGR2 inh: 9

Other structures follow:
SMILES	FN deposit inh	LGR2 inh
CCC1CCCN1Cn1cnc2c([nH]c3ccc(Cl)cc32)c1=O (centres undefined)	2	-6
COc1ccc(NC(=S)NNC(=O)C2CC2c2ccc(C)cc2)cc1 (centres undefined)	-10	12
O=C(Nc1cc(C(F)(F)F)ccc1-n1cnc2ccccc21)c1ccccc1	1	-1
CC(NC(=O)c1ccc(Cn2cc([N+](=O)[O-])cn2)cc1)c1ccccc1 (centres undefined)	1	0
CN(C1=C(N2CCOCC2)C(=O)c2ccccc2C1=O)c1ccccc1	-4	9
O=C(COC(=O)c1ccc2c(c1)C(=O)N(CCc1ccccc1)C2=O)Nc1ccc(OC(F)F)cc1	-1	-2
Cc1cc(C(=O)CSc2ncccn2)c(C)n1-c1cccc(F)c1	3	-64
Cc1cccc(NC(=O)CCC(=O)OCc2ccc(Br)cc2)c1	3	11
CSc1cnc2c(N)nc(N(C)C)nc2n1	-4	25
CCOC(=O)c1[nH]c2ccc(OC)cc2c1NC(=S)N1CCN(c2cccc(Cl)c2)CC1	-3	-2
CCCCC(=O)NC(=S)Nc1ccc(S(=O)(=O)N2CCCC2)cc1	-7	-5
Cc1cnn(CCC(=O)NNC(=S)NCC(C)C)c1	0	-15
CC(=O)NCCC(=O)Nc1nc(-c2cccs2)c(-c2cccs2)s1	1	-2
O=S(=O)(c1ccc(C2CCCCC2)cc1)N1CCOCC1	-12	6
O=C(CSc1nc2ccccc2s1)N/N=C/c1ccco1	-5	-5
COC(=O)c1sccc1NC(=S)N1CCN(c2cccc(C)c2C)CC1	4	10
CCN(CC)C(=O)CSc1ccc(C(F)(F)F)cc1[N+](=O)[O-]	-5	0
Cc1cc(N/N=C/c2cccc(Br)c2)nc2ccccc12	-1	-52
CCOC(=O)C(/C(C)=N/NC(=O)C1CC1c1ccccc1)C(C)C (centres undefined)	-1	-13
CCOC(=O)c1cc(-c2ccccc2)sc1NC(=O)CC	5	-15
CC(C)CC(C)NNC(=O)c1cc2ccccc2[nH]1 (centres undefined)	-3	-9
CC(SCC(=O)NC(C)C1CC2CCC1C2)C(=O)O (centres undefined)	-8	-15
C/C(=N\NC(=O)C(C)n1nc(C)c([N+](=O)[O-])c1C)c1ccccc1O (centres undefined)	6	11
CCOc1ccccc1C(=O)NN1C(=O)CCC1=O	-4	1
O=CN1CCN(C(=O)c2ccc([N+](=O)[O-])cc2)CC1	-8	8

In the list so far, these have a furan ring, fused or not.
SMILES	FN deposit inh	LGR2 inh
O=C(NN1C(=O)C2C3C=CC(C3)C2C1=O)c1ccco1 (centres undefined)	-4	11
COc1ccc(NC(=O)c2ccco2)cc1NC(=O)c1cccs1	3	9
O=C(N/N=C/c1ccc2c(c1)OCO2)c1ccc(Br)o1	8	-31
O=C(CSc1nc2ccccc2s1)N/N=C/c1ccco1	-5	-5

Back to the main list, repeating the 2 entries before the break.
SMILES	FN deposit inh	LGR2 inh
CCOc1ccccc1C(=O)NN1C(=O)CCC1=O	-4	1
O=CN1CCN(C(=O)c2ccc([N+](=O)[O-])cc2)CC1	-8	8
O=C1c2ccccc2C(=O)N1Cc1ccc2c(c1)OCO2	6	1
O=C(O)C1CCCCC1C(=O)Nc1ccccc1C(=O)N1CCN(c2ccc(F)cc2)CC1 (centres undefined)	8	-11
Cc1ccccc1-c1ccc(C2[C@@H]3CN(C(=O)c4cnccn4)C[C@H]2N3)cc1 (some centres undefined)	-3&-6	-8&-3
COc1ccc(CCNC(=S)Nc2ccc(OC)cc2)cc1	7	5
CCSc1nnc(C)c(=O)n1COC(=O)c1ccc(S(=O)(=O)N2CCCC2)cc1	4	17
CO/N=C/c1ccc(Oc2ccc([N+](=O)[O-])cc2[N+](=O)[O-])c(OC)c1	-23	-16
CC(/C=N/NC(=O)c1ccc2nc(C)[nH]c2c1)=C\c1ccccc1	5	-1
Cc1cc(Br)c(Cl)cc1NC(=O)CN1C(=O)C2C3CC(c4ccccc4)C(C3)C2C1=O (centres undefined)	-3	-16
COc1ccccc1CNC(=O)COC(=O)[C@H](Cc1c[nH]c2ccccc12)NC(=O)c1cccs1	-2	12
Cc1cc(C)nc(NS(=O)(=O)c2ccc(NC(=O)C3(c4ccccc4)CCCC3)cc2)n1	-3	7
COc1ccc2cnnc(SCC(=O)Nc3ccc(C(=O)O)cc3)c2c1OC	4	0
CC(C)C[C@H](NC(=O)Nc1ccc(Oc2ccccc2)cc1)C(=O)O	-5	3
Cn1cccc1/C=N/NC(=O)c1ccn[nH]1	6	20
COc1cc(NC(=S)NCc2cccs2)cc(OC)c1	3	-7
COc1ccc(C(=O)NC(=S)Nc2ccc3c4c(cccc24)CC3)cc1OC	0	13
Cc1ccc(S(=O)(=O)N2CCN(C(=O)Cc3ccc4c(c3)OCCO4)CC2)cc1C	-2	-7
O=C(/C=C/c1ccccc1)Nc1nnc(SCC(=O)c2ccc3ccccc3c2)s1	-1	-36
CCOc1ccc(Nc2nc(N)nc(CN(C)C3CCCCC3)n2)cc1	3	-5
COc1cc2c(cc1NC(=O)COC(=O)[C@@H](NS(=O)(=O)c1cccc(Cl)c1)C(C)C)oc1ccccc12	7	-23
O=C(Nc1ccc(Cl)c(Cl)c1)Nc1ccc(N2CCCC2)c(S(=O)(=O)Nc2ccccc2Cl)c1	0	29
CC(=O)Nc1ccc2c(c1)CN(c1cc(C)ccc1C)CO2	-1	-7
COc1cc(C)c(S(=O)(=O)N2CCN=C2c2ccccc2)cc1C	-5	3
C(=C\c1ccco1)/c1nc2ccccc2[nH]1	6	-49
Cc1ccc(-c2nnc(NCc3nc4ccccc4[nH]3)c3ccccc23)cc1S(=O)(=O)N1CCCCC1	-3	9
Cc1ccc(Cl)cc1-c1ccc(/C=N/n2cnnc2)o1	-2	12

One compound at a time, as listed above. Values in the order: FN deposit inh, LGR2 inh
Entry for Cc1ccc(Cl)cc1-c1ccc(/C=N/n2cnnc2)o1 = -2, 12
Entry for O=C(O)C1CCCCC1C(=O)Nc1ccccc1C(=O)N1CCN(c2ccc(F)cc2)CC1 (centres undefined) = 8, -11
Entry for CCCCCCCC(O)CC(CC1CCCCC1)C(=O)NN (centres undefined) = -12, -5
Entry for CN(CC(=O)NCCc1ccccc1)S(=O)(=O)c1cccc2nsnc12 = -3, 1

(more compounds)
SMILES	FN deposit inh	LGR2 inh
CCOC(=O)N1CCC(N2CCN(S(=O)(=O)c3ccc4ccccc4c3)CC2)CC1	17	-11
Cc1cccc(S(=O)(=O)N2C[C@@H]3N[C@H](C2)C3c2ccc(-c3cncnc3)cc2)c1 (some centres undefined)	-2&-11	22&-10
Cc1ccc(-n2c3c(c(O)c(-c4ccccc4)c2=O)C(=O)CC(C)(C)C3)cc1	5	21
CCCCC(=O)Nc1cccc(C(=O)N/N=C/c2ccc(OC)cc2OC)c1	9	-22

Screens deposited in PubChem BioAssay by Broad Institute.
